Apaf-1 inh = inhibitors of human Apaf-1 apoptosome, primary screen, biochemical, DEVD-Rh110 fluorescence, uHTS. reconstituted apoptosome caspase-3 activity. AID 489030, 2010. actives 0.71% (n = 330,000). inhibition, % at 20 µM; active means inhibition of at least 40% at 20 µM;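 further: plate controls were DMSO wells for no effect and DEVD-CHO caspase inhibitor wells for full effect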
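Material: reconstituted apoptosome with Apaf-1, cytochrome c, caspase-9, procaspase-3, dATP / Buffer or medium: pH 7.5 Hepes buffer with CHAPS, BSA, DTT / Also added: cytochrome c with DEVD-Rh110 / Schedule: compound with Apaf-1, dATP, procaspase-3 30 min, then 50 min reaction, room temperature / Technique: rhodamine 110 fluorescence at Ex 480/Em 540 nm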
HKDC1 inhibitor = HKDC1 hexokinase inhibitors, primary screen, biochemical, fluorescence, uHTS. Q2TB90. recombinant HKDC1, G6PDH/diaphorase resazurin coupled fluorescence. inhibition, % at 20 µM. actives 0.16% (n = 340,000). AID 493160, 2011;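 active means inhibition above about 35% when tested at 20 µM, limit read from the data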;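 further: plate controls were DMSO wells with enzyme for no effect and DMSO wells lacking enzyme for full effect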
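Material – in-house recombinant HK5 (HKDC1) enzyme · Quantity – HKDC1 at 5 µg/mL · Buffer or medium – pH 8.0 Tris buffer with 10 mM MgCl2 · Reagent – glucose with 1 mM ATP · Dosing – single 20 µM dose · Times – reaction time 90 min, room temperature, protected from light · Technique – resorufin fluorescence at 613 nm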
SENP1 FRET inh = human SENP1 catalytic domain inhibitors, primary screen, biochemical, FRET, uHTS; actives 0.21% (n = 360,000); inhibition, % at 10 µM; recombinant SENP1 catalytic domain, CyPet-SUMO1-YPet FRET cleavage; Sentrin-specific protease 1 (Homo sapiens), Q9P0U3;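 active means inhibition at least 30% at 10 µM, raw YFP signal under a set limit, fluorescence ratio 0.5 to 1.5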;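 further: 0% = enzyme with DMSO and 100% = no enzyme wells; some results filed as inactive read as strong as hits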
Target sequence (Q9P0U3 419-644 limits assumed): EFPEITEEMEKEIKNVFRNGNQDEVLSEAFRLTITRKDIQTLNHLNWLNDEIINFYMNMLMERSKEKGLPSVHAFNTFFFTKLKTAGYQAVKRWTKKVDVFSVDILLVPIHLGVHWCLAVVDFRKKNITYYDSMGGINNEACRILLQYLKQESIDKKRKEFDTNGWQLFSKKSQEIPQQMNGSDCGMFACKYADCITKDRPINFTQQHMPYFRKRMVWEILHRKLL
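System: Recombinant human SENP1 catalytic domain, His6-tagged | Incubation: Enzyme reaction for 50 min at room temperature, dark | Medium: Tris pH 8 with BME, BSA, NP40 and catalase | Also added: 25 nM SUMO1 FRET substrate | Compound: 10 µM single point, 0.5% DMSO | Measured by: FRET fluorescence in CFP and YFP emission channels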
NLRP3 yeast inh = NALP3 inflammasome inhibitors in reconstituted yeast, primary screen, luminescence, uHTS; Yeast reconstituted NLRP3/ASC/caspase-1, beta-gal luminescence, 24 h; inhibition, % at 10 µM; actives 0.39% (n = 330,000);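 active means inhibition of 50% or more; inactive means inhibition below 50%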;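 further: plate controls were induced DMSO wells for no effect and uninduced yeast grown without galactose for full effect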
SENP6 inh = SENP6 protease inhibitors, primary screen, biochemical, luminescence, uHTS; actives 1.8% (n = 330,000); Recombinant SENP6 catalytic domain, aminoluciferin luminescence; inhibition, % at 10 µM;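 active means inhibition above about 50% at the single tested dose, limit read from the data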;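 further: plate controls were DMSO wells with enzyme for no effect and DMSO wells lacking enzyme for full effect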
PfGluPho inh = PfG6PD enzyme inhibitors, primary screen, biochemical, fluorescence intensity, uHTS | glucose-6-phosphate dehydrogenase-6-phosphogluconolactonase (Plasmodium falciparum 3D7) | PfGluPho enzyme, NADPH resazurin-diaphorase fluorescence | inhibition, % at 20 µM | actives 0.78% (n = 350,000) | AID 504690, 2011;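 active means inhibition reaching at least a set limit at 20 µM in the primary screen, cut at about 59% in these data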;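 further: 0% = DMSO wells with substrate and 100% = DMSO wells lacking glucose-6-phosphate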
SENP8 block-1 = human SENP8 protease inhibitors, primary screen, biochemical, fluorescence, Nedd8 protein substrate, uHTS | Sentrin-specific protease 8 (Homo sapiens), Q96LD8 | recombinant SENP8 | inhibition, % at 20 µM | actives 0.64% (n = 360,000) | AID 602440, 2012; in the data active means inhibition mostly above about 40%, no sharp cut-off; inactive means mostly below about 27%
Target sequence (Q96LD8 whole entry, looked up): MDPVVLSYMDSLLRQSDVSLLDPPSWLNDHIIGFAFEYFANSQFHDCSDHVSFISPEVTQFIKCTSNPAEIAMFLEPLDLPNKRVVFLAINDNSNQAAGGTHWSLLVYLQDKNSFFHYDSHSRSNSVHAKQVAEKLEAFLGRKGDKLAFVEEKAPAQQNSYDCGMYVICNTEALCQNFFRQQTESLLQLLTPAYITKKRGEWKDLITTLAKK
SENP8 block-2 = SENP8 protease inhibitors, primary screen, biochemical, luminescence; Sentrin-specific protease 8 (Homo sapiens), Q96LD8; purified SENP8, Z-RLRGG-aminoluciferin cleavage; inhibition, % at 10 µM; actives 1.2% (n = 330,000); AID 2540, 2010; in the data active means inhibition above about 50%
SENP7 block = SENP7 protease inhibitors, primary screen, biochemical, luminescence, uHTS; Sentrin-specific protease 7 (Homo sapiens), Q9BQF6; recombinant SENP7, Z-RLRGG-aminoluciferin luminescence, 40 min; inhibition, % at 5 µM; actives 1.5% (n = 330,000); AID 434973, 2010;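 active means inhibition above about 50% at the single test dose, limit read from the data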;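 further: plate controls were DMSO with enzyme for no effect and no enzyme buffer wells for full effect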
Target sequence (Q9BQF6 706-1050 limits assumed): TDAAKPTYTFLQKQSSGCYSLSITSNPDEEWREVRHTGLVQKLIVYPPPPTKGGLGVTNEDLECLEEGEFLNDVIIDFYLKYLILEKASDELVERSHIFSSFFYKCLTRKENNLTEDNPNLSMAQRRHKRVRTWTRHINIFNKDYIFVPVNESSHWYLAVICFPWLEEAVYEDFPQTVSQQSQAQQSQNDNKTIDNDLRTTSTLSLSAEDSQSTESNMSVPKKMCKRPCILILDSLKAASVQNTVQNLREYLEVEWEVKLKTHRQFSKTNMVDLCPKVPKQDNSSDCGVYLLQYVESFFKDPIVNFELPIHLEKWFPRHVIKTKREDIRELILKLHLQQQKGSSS
Numbers without * were called inactive; i = inactive; nt = not tested or not shown.

SMILES	Apaf-1 inh	HKDC1 inhibitor	SENP1 FRET inh	NLRP3 yeast inh	SENP6 inh	PfGluPho inh	SENP8 block-1	SENP8 block-2	SENP7 block
Cc1ccc(CNC(=O)CSc2nc3ccccc3c(=O)n2CC2CCCO2)cc1 (stereo not given)	-5	-4	2	-11	-8	5	-26	3	-5
CC1CCN(CCOCCSc2ccc(Cl)cc2)CC1	0	-5	1	27	-5	-7	16	-3	6
NS(=O)(=O)c1ccc(CCNC(=O)CNC(=O)c2ccccc2F)cc1	1	-3	0	16	-28	17	9	-4	6
CCCCN(C)C(=O)c1oc2ccc(S(=O)(=O)N3CCCCCC3)cc2c1C	19	9	0	9	7	-29	9	1	10
O=C(NCc1ccncc1)Nc1ccc2c(c1)OCO2	-11	-9	2	2	-13	-4	3	-5	1
CN(C)CCN(C(=O)CN1C(=O)c2ccccc2C1=O)c1nc2cc3c(cc2s1)OCCO3	17	0	1	9	-7	12	22	-9	-37
Cc1cccc(NC(=O)/C=C/c2cccs2)n1	-5	-1	-2	25	67*	0	7	36	72*
O=C(COC(=O)c1oc2ccccc2c1CSc1ccc(Cl)cc1)NC1CCCC1	13	-3	-1	9	-7	21	24	-4	0
CCc1ccc(OCC(=O)NNC(=O)c2ccc(-n3cncn3)c([N+](=O)[O-])c2)cc1	nt	-4	0	nt	nt	-16	2	nt	nt
Cc1cccc(NC(=S)N2CCN(c3ccc(F)cc3)CC2)c1	2	3	2	-43	3	-9	8	6	7
O=C(CCNS(=O)(=O)c1ccccc1C(F)(F)F)N1CCN(S(=O)(=O)c2cccc(Cl)c2)CC1	10	-5	-1	6	-3	14	11	-4	0
COc1ccc(N(CC(=O)NC2CCCCC2)S(=O)(=O)c2c(C)[nH]c(=O)[nH]c2=O)cc1	-2	-4	2	6	3	15	-2	2	5
COC(=O)CCCC(=O)N1CCCC(N(C)CCc2ccccc2)C1 (stereo not given)	-7	-3	-2	8	9	-6	7	15	5
O=C(Oc1ccc2ccccc2c1Cl)N1CCCCCC1	27	7	0	17	76*	-10	20	54*	53*
COc1cc2c(cc1NC(=O)COC(=O)[C@@H](NS(=O)(=O)c1ccccc1)C(C)C)oc1ccccc12	10	1	-1	20	-18	17	-1	-2	7
COc1ccc(-n2ccnc2SCC(=O)NC2CCCC2)cc1	-2	-1	2	5	2	9	10	5	-2
Cc1cc(C)nc(-n2ncc3c2CC(c2ccc(C(C)C)cc2)CC3=O)n1 (stereo not given)	37	-7	1	11	-1	13	5	0	9
COc1ccc(NC(=O)C2CCN(C(=O)Nc3ccc(C)cc3)CC2)cc1OC	0	-6	-1	8	4	3	9	5	4
CC(C(=O)NC1C=CS(=O)(=O)C1)N1C(=O)/C(=C/c2ccc(Cl)cc2)SC1=S (stereo not given)	6	-4	2	1	6	-3	13	-14	1
Cc1c(CCC(=O)NC2CC2)c(=O)oc2cc(O)ccc12	-4	-6	-126	14	0	9	-149	-3	-7
CCCc1cc2nnc(SCC(=O)N(C)C3CCCCC3)n2c(N)n1	0	-1	-4	4	-17	-8	6	4	-6
COC(=O)c1ccc(NC(=O)CSc2nnc(-c3ccncc3)n2C)cc1	0	-2	2	4	-17	7	0	-7	-1
CCCC(NC(=O)c1c(C)noc1C)C12CC3CC(CC(C3)C1)C2 (stereo not given)	6	-1	1	-2	0	1	10	-2	-1
CCOc1ccc(-c2cc(C(=O)O)c3ccccc3n2)cc1	7	-7	2	14	10	-15	-321	-5	3
O=C(O)C1CC=CCC1C(=O)NC12CC3CC(CC(C3)C1)C2 (stereo not given)	1	3	0	11	-2	1	5	1	9
O=C(/C=C/c1ccc(F)cc1)NC(=S)NNC(=O)[C@H]1C[C@@H]1c1ccccc1	10	-32	1	30	-10	-32	3	-3	9
CC(C)(C)NC(=O)C(c1ccncc1)N(C(=O)c1csnn1)c1ccccc1 (stereo not given)	-2	7	0	-2	12	-6	14	6	8
CCN(CC)c1ccc(CNc2nc3ccccc3n2C(C)C)cc1	-6	-9	-1	12	-12	12	18	-1	-2
O=C(CSc1n[nH]c(=O)[nH]c1=O)c1ccc([N+](=O)[O-])cc1	-29	2	5	21	1	15	7	0	3
CCc1ccc(/C(C)=N\Nc2ccc([N+](=O)[O-])cc2)cc1	-1	2	-25	27	-7	20	-9	-16	-6
O=C(NCCc1nnc2ccc(NCCCN3CCOCC3)nn12)c1ccccc1F	-1	4	-2	6	-5	4	3	4	5
O=C(CCN1C(=O)C2CCCCC2C1=O)Nc1nc(-c2ccccc2)cs1 (stereo not given)	-6	-2	0	-5	-8	4	13	-6	8
CCCCc1ccc(-c2nc(N)n[nH]2)cc1	13	2	1	54*	-2	7	16	-17	-11
COc1ccccc1CNC(=O)c1cnccn1	-19	-4	-2	4	-4	-8	4	4	0
O=[N+]([O-])C1=CC=C2C(=NC3(CCCCC3)N2O)C1=NC1CCCCC1	8	26	4	38	-10	15	26	10	11
NS(=O)(=O)c1ccc(CCNC(=O)CSCC(=O)Nc2ccc(Cl)cc2)cc1	1	-1	-2	4	2	-5	9	-8	2
CC(=O)c1ccc(OC(=O)N(c2ccccc2)c2ccccc2)cc1	4	-2	2	15	-18	0	25	1	-2
O=C(N1CCOCC1)C(F)(F)C(F)(F)C(F)(F)C(F)(F)C(=O)N1CCOCC1	-16	-4	0	5	-5	6	4	-3	-8
O=C(N/N=C/C(Br)=C/c1ccccc1)C1CC1	-8	-2	-3	45	1	27	5	3	2
Cn1c(=O)c2c(-c3ccc(C(C)(C)C)cc3)n(CC3CCCO3)cc2n(C)c1=O (stereo not given)	9	-4	-12	-7	-13	6	4	3	6
CCOC(=O)c1ccc2[nH]c(C)c(CN3CCN(C)CC3)c(=O)c2c1	nt	-5	0	nt	nt	12	-17	nt	nt
CCN(C(=O)CN1C(=O)COc2ccc(S(=O)(=O)N3CCOCC3)cc21)c1ccc(OC)cc1	-8	-7	-2	5	-9	-15	-1	-5	-2
COc1ccc(N(C(=O)c2cccc(OC)c2OC)C2C=CS(=O)(=O)C2)cc1 (stereo not given)	-26	-6	-1	1	-13	4	8	3	2
C1=C[C@@H]2CCN(Cc3ccccc3)Cc3cccc(c32)C1	13	0	-60	27	-5	-13	i	3	8
C[C@]12C=CC(=O)C=C1CC[C@H]1[C@@H]3C[C@@H](O)[C@](O)(C(=O)CO)[C@@]3(C)C[C@H](O)[C@@]12F	-2	-7	1	-17	11	-6	9	1	-1
COc1ccc(C(=O)Oc2ccc3c(c2)OCO3)cc1OC	4	-3	1	16	58*	-9	24	29	60*
CC(C)(C)N1C(=O)c2ccc(C(=O)Nc3cc(C(=O)O)cc(C(=O)O)c3)cc2C1=O	-1	3	3	20	-1	7	-3	-6	-1
CC(C)OCc1ccc(C(=O)N2CCN(CC(=O)N3CCCC3)CC2)cc1	8	-5	-4	18	0	1	-3	-1	12
COc1ccc(CCNC(=O)C2CCN(C(=O)c3ccc(OC)c(OC)c3)CC2)cc1	10	-1	-1	6	-21	-11	8	-7	0
O=C(CCn1c(=S)[nH]c2ccccc2c1=O)NCCCN1CCOCC1	24	-1	-60	7	11	-2	-339	5	9
Cc1c(Cc2ccccc2)c(=O)oc2cc(OCc3ccc(C(=O)O)cc3)ccc12	12	5	-9	29	29	-42	-372	45	10
Cc1ccc(NS(=O)(=O)c2cccc(C(=O)NCC(c3ccco3)N3CCCC3)c2)cc1 (stereo not given)	8	-1	-3	14	-2	-4	-7	-20	0
CCOc1cc(CNc2ccc3c(c2)CCC3)ccc1OC	1	nt	nt	10	5	nt	nt	1	-7
C/C(=N\NS(=O)(=O)c1ccccc1)c1cc(Cl)cc(Cl)c1O	-8	-1	-12	1	6	-14	-113	6	2

Exported in CSV form: entries from further up.
SMILES,Apaf-1 inh,HKDC1 inhibitor,SENP1 FRET inh,NLRP3 yeast inh,SENP6 inh,PfGluPho inh,SENP8 block-1,SENP8 block-2,SENP7 block
CCCc1cc2nnc(SCC(=O)N(C)C3CCCCC3)n2c(N)n1,0,-1,-4,4,-17,-8,6,4,-6
COC(=O)c1ccc(NC(=O)CSc2nnc(-c3ccncc3)n2C)cc1,0,-2,2,4,-17,7,0,-7,-1
CCCC(NC(=O)c1c(C)noc1C)C12CC3CC(CC(C3)C1)C2 (stereo not given),6,-1,1,-2,0,1,10,-2,-1

Compounds listed so far containing a Cl atom (seven):
SMILES	Apaf-1 inh	HKDC1 inhibitor	SENP1 FRET inh	NLRP3 yeast inh	SENP6 inh	PfGluPho inh	SENP8 block-1	SENP8 block-2	SENP7 block
CC1CCN(CCOCCSc2ccc(Cl)cc2)CC1	0	-5	1	27	-5	-7	16	-3	6
O=C(COC(=O)c1oc2ccccc2c1CSc1ccc(Cl)cc1)NC1CCCC1	13	-3	-1	9	-7	21	24	-4	0
O=C(CCNS(=O)(=O)c1ccccc1C(F)(F)F)N1CCN(S(=O)(=O)c2cccc(Cl)c2)CC1	10	-5	-1	6	-3	14	11	-4	0
O=C(Oc1ccc2ccccc2c1Cl)N1CCCCCC1	27	7	0	17	76*	-10	20	54*	53*
CC(C(=O)NC1C=CS(=O)(=O)C1)N1C(=O)/C(=C/c2ccc(Cl)cc2)SC1=S (stereo not given)	6	-4	2	1	6	-3	13	-14	1
NS(=O)(=O)c1ccc(CCNC(=O)CSCC(=O)Nc2ccc(Cl)cc2)cc1	1	-1	-2	4	2	-5	9	-8	2
C/C(=N\NS(=O)(=O)c1ccccc1)c1cc(Cl)cc(Cl)c1O	-8	-1	-12	1	6	-14	-113	6	2

Screening data (PubChem BioAssay)
